High-throughput results as filed in PubChem.
CR mimetic SO = yeast age-related superoxide inhibition as caloric restriction mimetic. S. cerevisiae aged cells, superoxide DHE fluorescence; hits give low values. superoxide response (% of plate mean), % at 10 µM. 330,000 compounds, 0.18% hits. AID 2690;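 active = superoxide response under a set limit, about three screen SD below normal, cut at about 65% in these data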;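 also: yeast aged for seven days with compound at 30 °C before DHE staining; 100% = average MFI of all compound-treated wells on the plate with controls excluded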
GLD-1 TGE inh = GLD-1-TGE RNA interaction inhibition (C. elegans); Q17339; purified GLD-1 + fluorescein TGE RNA, fluorescence polarization; inhibition, % at 5.96 µM; 320,000 compounds, 0.44% hits; AID 2280;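 active = percent inhibition above a per-plate cutoff, the plate mean of test compounds plus 3 SD, cut at about 30% in these data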;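 also: 0% = DMSO wells with GLD-1 and probe and 100% = wells lacking GLD-1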
Target sequence (Q17339 whole entry, looked up): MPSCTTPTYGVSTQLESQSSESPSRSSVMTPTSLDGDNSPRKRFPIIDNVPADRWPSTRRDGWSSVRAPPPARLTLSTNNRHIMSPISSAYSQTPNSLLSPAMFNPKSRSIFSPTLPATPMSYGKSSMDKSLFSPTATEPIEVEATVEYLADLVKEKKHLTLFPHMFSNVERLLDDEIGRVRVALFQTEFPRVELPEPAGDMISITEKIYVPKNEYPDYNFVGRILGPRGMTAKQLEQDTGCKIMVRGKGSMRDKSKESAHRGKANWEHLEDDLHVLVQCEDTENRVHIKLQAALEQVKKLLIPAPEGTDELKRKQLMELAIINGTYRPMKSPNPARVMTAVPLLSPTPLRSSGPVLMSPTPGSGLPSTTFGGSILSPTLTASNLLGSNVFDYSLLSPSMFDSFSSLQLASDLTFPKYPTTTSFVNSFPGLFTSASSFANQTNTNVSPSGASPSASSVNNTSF
CIT2-GFP yeast = yeast TOR pathway CIT2-GFP modulation. GFP response vs DMSO, % at 10 µM. AID 2029. 320,000 compounds, 0.065% hits. S. cerevisiae CIT2-GFP strain, flow cytometry, 3 h; 100 means same as DMSO wells;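 active = GFP response relative to DMSO above a set limit, near the screen mean plus 3 SD, cut at about 150% in these data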;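 also: ratio of well median GFP fluorescence to mean of DMSO wells on the plate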
MEX-5 binding = C. elegans MEX-5 TCR-2 RNA binding activity; MEX-5/FITC-TCR2 RNA binding, fluorescence polarization; hits give low values; activity score (negative = inhibition of binding), % at 10 µM; 300,000 compounds, 0.38% hits; AID 1832;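 active = inhibition past about -25% in most replicates, and total fluorescence under double the plate's negative control median, limit read from the data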;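 also: 0% = DMSO and -100% = 5 µM competing unlabeled TCR2 RNA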
Target sequence (Q9XUB2 whole entry, looked up): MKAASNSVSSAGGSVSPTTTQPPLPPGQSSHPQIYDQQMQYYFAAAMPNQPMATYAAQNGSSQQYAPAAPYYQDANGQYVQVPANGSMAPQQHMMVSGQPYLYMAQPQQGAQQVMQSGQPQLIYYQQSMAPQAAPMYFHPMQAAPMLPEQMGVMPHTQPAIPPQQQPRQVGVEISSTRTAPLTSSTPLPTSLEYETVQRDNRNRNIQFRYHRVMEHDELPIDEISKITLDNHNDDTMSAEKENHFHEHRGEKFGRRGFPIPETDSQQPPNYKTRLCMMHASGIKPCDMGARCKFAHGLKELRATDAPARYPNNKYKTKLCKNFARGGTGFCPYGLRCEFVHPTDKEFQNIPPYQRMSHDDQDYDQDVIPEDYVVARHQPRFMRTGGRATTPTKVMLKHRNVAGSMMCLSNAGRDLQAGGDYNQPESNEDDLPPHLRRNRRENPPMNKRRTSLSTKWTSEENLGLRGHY
GRK2 aptamer HTS = human GRK2 inhibition via aptamer displacement; P25098; bead flow cytometry, FAM-aptamer displacement from GRK2; inhibition of aptamer binding, % at 10 µM; 330,000 compounds, 0.59% hits; AID 488847;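 active = inhibition of aptamer binding above 40%, roughly 3 SD of noise, on plates passing a quality check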;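 also: median bead fluorescence of bound FAM aptamer so fluorescent compounds give negative values; no value below 0 was filed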
VLA-4 inh = inhibition in a human VLA-4 binding assay | P13612 | VLA-4 expressing cells, ligand binding flow cytometry | inhibition, % (about 7 µM as worked out from the volumes in the protocol) | 330,000 compounds, 0.2% hits; in the data active = inhibition above about 50%
BCLXL inh = inhibitors of human Bcl-xL; Q07817; GST-Bcl-xL / FITC-Bim BH3 peptide fluorescence polarization; inhibition, % at 10.9 µM; 320,000 compounds, 0.7% hits; AID 2129;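 active = inhibition above the mean of all tested compounds plus 3 SD, cutoff set per campaign, cut at about 30% in these data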;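 also: 0% = DMSO wells and 100% = unlabeled Bim-BH3 peptide competitor; inhibitors lower millipolarization by displacing the labeled peptide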
MCL1 BIM primary = MCL1-BIM-BH3 interaction inhibition (human) | Q07820 | GST-MCL1 / FITC-Bim-BH3 fluorescence polarization | inhibition, % at 10.9 µM | 320,000 compounds, 0.68% hits | AID 2057;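 active = inhibition above the mean inhibition of all tested compounds plus 3 SD, set per campaign, cut at about 40% in these data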;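 also: 0% = DMSO wells and 100% = unlabeled Bim-BH3 peptide control; higher means more loss of mP so more displacement of Bim peptide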
AGP1-GFP MLPCN = yeast TOR pathway AGP1-GFP modulation; S. cerevisiae AGP1-GFP multiplex flow cytometry, 3 h; GFP as percent of DMSO wells; GFP response vs DMSO, % at 10 µM; 320,000 compounds, 0.02% hits; AID 2066;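 active = GFP response relative to DMSO above a set limit, near screen average plus 3 SD, cut at about 150% in these data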;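 also: median GFP channel fluorescence of the gated AGP1 strain per well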
* marks the source's active call; other numbers are inactive results; / = no result given.

The opening two compounds (preview)
(1) CN(C)C(=O)N(CCCN1CCOCC1)Cc1cccc2ccccc12
(2) CCN(CC(=O)Nc1ccc2c(c1)OCCO2)S(=O)(=O)c1ccccc1

entry no.	1	2
GLD-1 TGE inh	2.0	-3.3
VLA-4 inh	0.7	6.6
AGP1-GFP MLPCN	116.2	96.9
CR mimetic SO	116.1	94.1
BCLXL inh	-3.5	4.3
GRK2 aptamer HTS	2.0	0.0
MEX-5 binding	0.6	-1.5
MCL1 BIM primary	-4.4	6.3
CIT2-GFP yeast	101.5	95.5

Results (from the top)
(1) CN(C)C(=O)N(CCCN1CCOCC1)Cc1cccc2ccccc12
(2) CCN(CC(=O)Nc1ccc2c(c1)OCCO2)S(=O)(=O)c1ccccc1
(3) O=C(CN1CCN(C(=O)c2cncn2-c2ccccc2)CC1)Nc1ccccc1Cl
(4) CCc1ccccc1NC1Nc2cc(C)nn2S1 (centres undefined)
(5) O=C(N/N=C/c1cc(Br)c(Br)o1)C(O)c1ccccc1 (centres undefined)
(6) S=C(NC1CCCCC1)N1CCc2ccccc2C1
(7) Cc1ccc(C(=O)NCC(c2ccco2)N2CCc3ccccc32)cc1C (centres undefined)
(8) C=CCn1c(-c2ccc(S(=O)(=O)N3CCOCC3)cc2)csc1=Nc1ccccc1

entry no.	1	2	3	4	5	6	7	8
GLD-1 TGE inh	2.0	-3.3	5.1	-11.6	5.6	-2.9	-7.7	0.6
VLA-4 inh	0.7	6.6	-8.0	16.8	3.9	0.6	-18.2	-1.0
AGP1-GFP MLPCN	116.2	96.9	91.7	104.8	96.7	103.2	112.8	102.3
CR mimetic SO	116.1	94.1	92.6	116.9	112.5	92.9	90.8	105.8
BCLXL inh	-3.5	4.3	2.5	-36.8	2.9	5.1	3.1	6.6
GRK2 aptamer HTS	2.0	0.0	0.0	1.0	6.0	2.0	1.0	0.0
MEX-5 binding	0.6	-1.5	/	-1.8	-1.0	1.4	4.4	0.1
MCL1 BIM primary	-4.4	6.3	2.9	-17.2	14.1	8.8	2.7	7.5
CIT2-GFP yeast	101.5	95.5	91.8	97.8	98.8	97.5	104.7	104.0

(9) COCCNC(C)C(=O)C12CC3CC(CC(C3)C1)C2 (centres undefined)
(10) O=C(O)c1ccc(S(=O)(=O)c2ccc3c(c2)C(=O)N(CC2CCCO2)C3=O)cc1 (centres undefined)
(11) Cc1ccc(N2CCN(c3ncccc3[N+](=O)[O-])CC2)c(C)c1
(12) COc1ccc(Cn2c(N)c(C#N)c3nc4ccccc4nc32)cc1
(13) Cn1c2c(c3ccccc31)CCN1CCC[C@]21c1ccccc1
(14) CC(C)(C)NC(=O)CCCSc1nc2ccccc2s1
(15) Cc1cc2c(cc1C)-c1nnc(-c3ccc4ccccc4n3)n1C(C)(C)C2
(16) COc1ccc2nc3cc(Cl)ccc3c(Nc3cc(C(C)C)c(O)cc3C)c2c1

entry no.	9	10	11	12	13	14	15	16
GLD-1 TGE inh	5.5	6.1	3.0	-4.2	8.4	-5.5	-0.5	4.9
VLA-4 inh	38.9	-5.2	2.3	-22.2	6.5	3.1	15.4	-1.1
AGP1-GFP MLPCN	95.2	98.5	104.5	68.6	109.6	89.5	100.3	91.5
CR mimetic SO	126.6	108.1	100.5	97.7	98.6	119.0	107.5	111.5
BCLXL inh	-0.3	4.5	-0.2	-11.4	8.4	-4.0	3.6	-4.4
GRK2 aptamer HTS	5.0	1.0	2.0	2.0	0.0	1.0	1.0	0.0
MEX-5 binding	2.2	-1.4	-0.7	-0.1	-0.7	0.4	1.2	-0.7
MCL1 BIM primary	-0.1	0.7	1.3	-13.5	-2.1	-4.2	1.4	-4.3
CIT2-GFP yeast	90.2	104.1	114.9	62.0	107.3	94.6	96.6	73.0

(17) Clc1ccc(-c2onc3c2CCCC3)cc1
(18) CCOC(=O)C(CC)n1cnc2c(nnn2-c2ccc(F)cc2)c1=O (centres undefined)
(19) O=c1[nH]c(CN2CCN(c3ccccc3O)CC2)nc2scc(-c3ccccc3Cl)c12
(20) C=CCn1cc(C(=O)OCC)c(=O)c2cc(F)c(F)cc21
(21) CC(=O)C[C@H](O)CC(=O)[C@@H]1OC(=O)CCCCC/C=C/Cc2ccccc21
(22) O=C(NCc1cccnc1)c1ccc(-c2cc(Cl)ccc2Cl)o1
(23) CC(C)N(C(=O)[C@H]1CC(CC(=O)NCCN2CCOCC2)C(=O)N2CCc3c([nH]c4ccccc34)[C@]12C)C(C)C (some centres undefined)
(24) CCOC(=O)N1CCN(Cc2oc(CO)cc(=O)c2O)CC1

entry no.	17	18	19	20	21	22	23	24
GLD-1 TGE inh	9.3	-1.3	-0.7	-1.2	1.1	6.2	-3.3	-10.0
VLA-4 inh	2.4	6.7	12.9	10.0	21.9	-10.5	-8.8	8.9
AGP1-GFP MLPCN	99.6	90.3	101.4	105.8	102.1	107.1	99.3	94.3
CR mimetic SO	95.2	95.7	88.7	92.3	86.5	99.4	90.3	83.4
BCLXL inh	1.9	3.6	-2.4	-3.5	/	12.3	/	-6.3
GRK2 aptamer HTS	1.0	1.0	1.0	3.0	0.0	2.0	12.0	0.0
MEX-5 binding	-0.8	0.0	1.4	0.2	/	1.5	/	-0.7
MCL1 BIM primary	-3.1	4.4	-7.2	-3.7	/	10.3	/	-6.4
CIT2-GFP yeast	98.2	86.8	107.8	96.5	95.8	112.2	98.8	88.4

A section from further up:
(21) CC(=O)C[C@H](O)CC(=O)[C@@H]1OC(=O)CCCCC/C=C/Cc2ccccc21
(22) O=C(NCc1cccnc1)c1ccc(-c2cc(Cl)ccc2Cl)o1
(23) CC(C)N(C(=O)[C@H]1CC(CC(=O)NCCN2CCOCC2)C(=O)N2CCc3c([nH]c4ccccc34)[C@]12C)C(C)C (some centres undefined)
(24) CCOC(=O)N1CCN(Cc2oc(CO)cc(=O)c2O)CC1

entry no.	21	22	23	24
GLD-1 TGE inh	1.1	6.2	-3.3	-10.0
VLA-4 inh	21.9	-10.5	-8.8	8.9
AGP1-GFP MLPCN	102.1	107.1	99.3	94.3
CR mimetic SO	86.5	99.4	90.3	83.4
BCLXL inh	/	12.3	/	-6.3
GRK2 aptamer HTS	0.0	2.0	12.0	0.0
MEX-5 binding	/	1.5	/	-0.7
MCL1 BIM primary	/	10.3	/	-6.4
CIT2-GFP yeast	95.8	112.2	98.8	88.4

More results
(25) Cc1c(C(=O)O)oc2ccc(S(=O)(=O)N(CC(C)C)CC(C)C)cc12
(26) Fc1ccc(-c2csc(=S)[nH]2)cc1
(27) CNC(=O)CC(C(=O)O)c1ccc(OCC(C)C)cc1 (centres undefined)
(28) CCN(CC)c1ccc(C(=O)OCC(=O)NC2CCCCC2C)cc1 (centres undefined)
(29) CCN(Cc1ccncc1)C(=O)CSc1ccc2ccccc2c1
(30) Cc1ccc(OCCC(=O)OCC(=O)Nc2cc(C)nn2-c2ccccc2)cc1
(31) CCOC(=O)c1sc(NC(=O)/C=C/c2cnn(CC)c2C)c(C(=O)OCC)c1C
(32) COc1ccc(-c2cc(C#N)nc(Oc3ccc(Cl)cc3)n2)cc1

entry no.	25	26	27	28	29	30	31	32
GLD-1 TGE inh	-3.4	2.1	1.6	3.3	4.0	3.0	1.8	-7.5
VLA-4 inh	1.7	19.6	0.0	-0.8	10.6	7.8	-5.7	11.3
AGP1-GFP MLPCN	100.5	100.4	98.9	99.6	104.9	104.3	101.6	/
CR mimetic SO	105.1	92.5	98.6	97.7	113.1	87.7	106.8	93.3
BCLXL inh	6.5	7.4	-2.9	6.5	3.5	0.8	3.9	-0.3
GRK2 aptamer HTS	3.0	4.0	0.0	2.0	0.0	3.0	5.0	1.0
MEX-5 binding	/	1.3	-0.3	1.7	0.8	1.4	-1.4	0.3
MCL1 BIM primary	2.0	-8.7	-4.3	1.2	8.9	-5.1	4.8	4.4
CIT2-GFP yeast	110.0	100.1	89.3	97.7	94.8	105.1	92.7	/

Single entries from the entries so far:
CNC(=O)CC(C(=O)O)c1ccc(OCC(C)C)cc1 (centres undefined) | CR mimetic SO: 98.6
CCN(Cc1ccncc1)C(=O)CSc1ccc2ccccc2c1 | CR mimetic SO: 113.1

Other records follow:
(33) COc1ccc(C2C(C(=O)Nc3ccc4c(c3)OCCO4)c3ccccc3C(=O)N2C)cc1 (centres undefined)
(34) CCOc1ccc(NC(=O)CN(C)Cc2cc(=O)n3c(-c4ccccc4)csc3n2)cc1OCC
(35) O=C(COC(=O)c1cc2ccccc2o1)NCc1ccco1
(36) COCc1cc(C)nc(SCC(=O)NC2CCCCC2C)c1C#N (centres undefined)
(37) Cc1cccc(NC(=S)NC2CC3C=CC2C3)c1 (centres undefined)
(38) O=C(c1cccc(S(=O)(=O)N2CCc3ccccc32)c1)N1CCc2ccccc2C1
(39) O=C1OC(Cc2ccccn2)C(=O)C1=C1SCCS1 (centres undefined)
(40) CCc1nnc(NC(=O)C(NS(=O)(=O)c2ccc3c(c2)OCCO3)C(C)C)s1 (centres undefined)

entry no.	33	34	35	36	37	38	39	40
GLD-1 TGE inh	-2.5	0.8	2.5	4.1	-0.6	3.3	2.7	1.8
VLA-4 inh	6.5	-9.7	8.7	8.0	0.6	15.4	23.6	10.3
AGP1-GFP MLPCN	/	98.5	105.3	94.0	115.4	93.2	100.4	98.8
CR mimetic SO	88.0	104.3	119.6	108.0	87.0	92.9	110.9	115.6
BCLXL inh	1.8	7.9	4.2	6.4	1.9	-2.8	0.2	4.5
GRK2 aptamer HTS	0.0	0.0	0.0	0.0	0.0	0.0	0.0	1.0
MEX-5 binding	-1.7	-1.4	/	-4.2	-0.3	/	-0.4	2.9
MCL1 BIM primary	1.1	5.3	5.5	9.6	12.6	0.9	2.1	9.4
CIT2-GFP yeast	99.6	97.1	100.2	99.3	106.8	99.3	102.3	90.2

(41) CCc1ccc(-c2nc(SCC(=O)N(CC)C3CCS(=O)(=O)C3)n[nH]2)cc1 (centres undefined)
(42) CCc1cccc(NS(=O)(=O)c2ccc3c(c2)n(C)c(=O)n3C)c1
(43) Cc1ccc(-n2c(=O)c3c4c(sc3n(Cc3cc(=O)n5ccccc5n3)c2=O)CCC4)cc1C
(44) O=C(NCc1ccc(F)cc1)N1CCN(S(=O)(=O)c2ccccc2F)CC1
(45) Cc1ccc(-c2csc(NC(=O)c3ccc(Br)cc3)c2C(=O)O)cc1
(46) O=C(NNc1nc2c(F)cccc2s1)C1=COCCO1
(47) Cc1cc(Cl)ccc1OCCNC(=S)NC(=O)c1cccnc1

entry no.	41	42	43	44	45	46	47
GLD-1 TGE inh	0.1	2.1	1.8	11.0	-8.2	10.0	3.6
VLA-4 inh	-12.7	6.2	4.1	6.8	10.2	-10.9	13.9
AGP1-GFP MLPCN	100.5	101.5	82.9	102.8	96.5	98.1	103.1
CR mimetic SO	100.8	108.1	118.9	104.2	87.0	99.2	97.5
BCLXL inh	-4.9	3.8	5.3	3.6	-1.4	-6.6	1.7
GRK2 aptamer HTS	3.0	0.0	0.0	3.0	0.0	3.0	0.0
MEX-5 binding	0.9	-4.3	-1.4	-0.8	-3.0	/	0.8
MCL1 BIM primary	-0.3	-2.6	3.5	3.1	1.6	-2.0	13.9
CIT2-GFP yeast	95.9	104.6	87.6	105.3	119.7	92.7	106.6
